# HCMV inh – human cytomegalovirus inhibition | HFF cells, HCMV-luciferase reporter, 72 h; hits give low values | activity change, negative = inhibition, % at 57.5 µM | 410,000 tested, 4.5% active; in the data active = activity change below about -60%; inconclusive = no clear call, values can overlap the other calls; inactive = above about -39%
#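 Two compound doses tested in HFFs infected with HCMV-luciferase, MOI 1 PFU/cell, 72 h at 37C. Lysate luminescence read with OneGlo; data normalized against buffer-only and 10uM Salinomycin inhibitor controls.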
# HCV inh – blocks hepatitis C virus. 340,000 tested, 3.4% active. Huh7.5.1 HCVcc-Cre infection, luciferase reporter, 44 h. Potency, µM (top dose mostly 41.8 µM), without a hit: at the top dose activity change, negative = inhibition, actives largely listed as inhibitors; note: potency is the fitted concentration of half-maximal effect
#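 1,000 cells/well; 4 h culture; + compound; + HCVcc-Cre (~0.5 moi); 44 h; luciferase substrate, RT 15 min; read 15 sec.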
# LmPK inhibitor – LmPK (Leishmania mexicana) enzyme inhibition; Q27686; Potency, µM (doses to about 57.5 µM), for the others: at the highest dose activity change, negative = inhibition, usual class: inhibitors; purified LmPK, Kinase-Glo ATP luminescence, 1 h; 290,000 tested, 0.37% active; note: potency is the fitted concentration of half-maximal effect
# Target sequence (Q27686 whole entry, looked up): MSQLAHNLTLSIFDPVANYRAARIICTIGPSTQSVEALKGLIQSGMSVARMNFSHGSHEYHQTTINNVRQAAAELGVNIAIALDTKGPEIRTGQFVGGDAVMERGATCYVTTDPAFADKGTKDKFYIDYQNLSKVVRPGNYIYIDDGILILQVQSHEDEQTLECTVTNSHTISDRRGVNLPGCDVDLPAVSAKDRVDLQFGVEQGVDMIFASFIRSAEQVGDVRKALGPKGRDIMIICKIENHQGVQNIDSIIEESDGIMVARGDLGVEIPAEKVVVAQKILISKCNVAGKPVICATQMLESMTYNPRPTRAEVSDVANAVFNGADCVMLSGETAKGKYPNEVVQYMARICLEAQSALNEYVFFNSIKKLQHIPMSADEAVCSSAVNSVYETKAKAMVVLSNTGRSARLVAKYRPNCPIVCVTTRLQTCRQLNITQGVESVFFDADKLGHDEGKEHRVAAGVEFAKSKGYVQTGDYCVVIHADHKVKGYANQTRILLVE
#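 Purified LmPK (0.1 nM) with 0.5 mM PEP and 0.1 mM ADP in imidazole buffer pH 7.2 with MgCl2/KCl, 1 h at room temperature. ATP formed was read by luciferase luminescence and normalized to no-enzyme and uninhibited controls.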
# TbPYK inhibitor – T. brucei pyruvate kinase inhibition | Q57TT1 | TbPYK enzyme, Kinase-Glo Plus ATP luminescence, 45 min | Potency, µM (doses to about 76.8 µM), without a hit: top-dose activity, negative = inhibition, hits mostly inhibitors | 410,000 tested, 0.12% active; note: potency is the fitted concentration of half-maximal effect; nearly all actives have a fitted effect of over 50% in size
#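 Luminescent Kinase-Glo Plus end-point after 45 min room-temperature reaction of T. brucei pyruvate kinase started with 130 uM ADP (final). Buffer TEA 50 mM pH 7.2 with KCl, MgCl2, BSA, Tween-20; titration-based qHTS with fitted concentration-effect curves.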
# AMA1 RON2 block – AMA1-RON2 (P. falciparum) interaction inhibition | AlphaScreen AMA1-biotinylated RON2 peptide binding | Potency, µM (series often up to 58.2 µM), for inactives: top-dose activity change, negative = inhibition, actives largely listed as inhibitors | 360,000 tested, 0.2% active;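 note: potency is the fitted concentration of half-maximal effect; 0% = vehicle wells and -100% = peptide control; nearly all actives have a fitted effect of over 45% in size; some results filed as inactive show a strong effect at the top dose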
#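 AMA1 (3D7) with his tag at 25 nM final met compounds first, then biotinylated RON2 peptide at 25 nM; detection used donor plus acceptor beads, 10 µg/mL apiece, read by AlphaScreen after 30 min at room temperature.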
# AmpC no deterg – AmpC beta-lactamase inhibition without detergent; Potency, µM (titrated, usually from 57.1 µM), for the others: top-dose activity change, negative = inhibition, usual class: inhibitors; 330,000 tested, 0.52% active; P00811; AmpC nitrocefin hydrolysis, absorbance 480 nm, 0.0001% Triton;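 note: potency is the fitted concentration of half-maximal effect; plate controls were no compound for no effect and no enzyme for full effect; nearly all actives have a fitted effect of over 20% in size; some results filed as inactive show a strong effect at the top dose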
# Target sequence (P00811 whole entry, looked up): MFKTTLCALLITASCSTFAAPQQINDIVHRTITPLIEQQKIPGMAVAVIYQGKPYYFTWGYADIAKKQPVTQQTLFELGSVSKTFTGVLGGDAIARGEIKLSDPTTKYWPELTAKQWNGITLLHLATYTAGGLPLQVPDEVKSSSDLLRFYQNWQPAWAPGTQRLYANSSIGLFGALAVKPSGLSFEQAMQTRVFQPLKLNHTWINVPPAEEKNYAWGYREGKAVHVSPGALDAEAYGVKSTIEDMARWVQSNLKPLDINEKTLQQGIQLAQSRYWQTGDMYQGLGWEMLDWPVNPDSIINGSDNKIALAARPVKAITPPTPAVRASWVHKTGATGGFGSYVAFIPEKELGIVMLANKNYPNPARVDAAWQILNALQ
#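 AmpC (5.3 nM in the dispensed reagent) in 20 mM phosphate pH 7.0 with 0.01% (detergent screen) or 0.0001% Triton X-100 was preincubated with compounds for 15 min at room temperature. Nitrocefin was then added from an 800 uM solution, and hydrolysis was followed at 480 nm.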
# AmpC detergent – inhibitors of E. coli AmpC beta-lactamase with detergent | P00811 | AmpC hydrolysis of nitrocefin, absorbance 480 nm, 0.01% Triton | Potency, µM (series often up to 114 µM), for the others: at the top dose activity change, negative = inhibition, actives largely listed as inhibitors | 370,000 tested, 0.041% active;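 note: potency is the fitted concentration of half-maximal effect; 0% = no-compound wells and -100% = no-enzyme wells; nearly all actives have a fitted effect of over 25% in size; some results filed as inactive show a strong effect at the top dose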
#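 AmpC (5.3 nM in the dispensed reagent) in 20 mM phosphate pH 7.0 with 0.01% (detergent screen) or 0.0001% Triton X-100 was preincubated with compounds for 15 min at room temperature. Nitrocefin was then added from an 800 uM solution, and hydrolysis was followed at 480 nm.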
# Starred values were filed as active, the others as inactive; ? = inconclusive; / = not tested or not shown; & = joins results of further samples; [ ] = remark or other dose. Unless noted, calls come from the whole dose curve; as a rule, active = well fitted curve in the direction sought with a large enough effect; inconclusive = small, poorly fitted or top-dose-only effect, or another doubt; inactive = no such curve, though single readings can be large; an effect the other way counts as inactive or inconclusive. Unless noted, % is set by controls: 0 for no effect and ±100 for the full control effect.
SMILES,HCMV inh,HCV inh,LmPK inhibitor,TbPYK inhibitor,AMA1 RON2 block,AmpC no deterg,AmpC detergent
Cc1onc(-c2c(F)cccc2Cl)c1C(=O)NC(=S)NCc1cccnc1,?,-1%,2%,6%,19%,-24%,?
COc1ccc([C@H]2C[C@@H](O)[C@H](n3cc(C4CC4)nn3)CN2Cc2cccs2)cc1,-28,/,/,-3%,-3%,/,/
O=[N+]([O-])c1cc(-c2nc(-c3ccccc3)no2)ccc1NCc1ccco1,82,/,/,0%,/,/,-1%
CCOC(=O)c1ccc(-[n+]2c(-c3ccccc3)cc(-c3ccccc3)cc2-c2ccccc2)cc1,/,0.63µM*,/,10%,0%,38%,2%
COc1ccc(NC(=O)N2CC(C)OC(C)C2)cc1OC (stereo not drawn),26,16%,-3%,5%,-3%,1%,-14%
c1ccc(CN2C3=NCCN3c3ccccc32)cc1,11,?,-2%,-6%,15%,-29%,?
C/C(CCN1CCCCc2nc(C)c(C)cc21)=N\O[C@@H](C)CN1CCCCc2nc(C)c(C)cc21,/,-1%[8.37 µM],5%,/,/,159%[activator],1%
COc1ccc(-n2c(CC3C(=O)Nc4ccc(C)cc43)nc3ccccc3c2=O)cc1 (stereo not drawn),8,/,/,2%,/,/,17%
COC(=O)c1cn(NC(=O)c2cc(OC)cc(OC)c2)c(=O)c2ccccc12,8,-10%,-3%,5%,16%,-17%,-3%
COc1cc2c(cc1OC)C(C)N(C(=O)Cn1ncc3c1-c1ccccc1OC3)CC2 (stereo not drawn),-3,?,2%,-3%,-8%,107%[activator],-17%
NCCCCCc1nnc(SCc2ccc(F)cc2)o1,-13,/,/,0%,/,/,-2%
N#Cc1ccc(OC(=O)c2cc(-c3ccc(Cl)cc3)on2)cc1,-12,/,/,-3%,/,/,21%
CCCCC[n+]1ccn(C2=C([O-])c3ccccc3C(=O)/C2=N\S(=O)(=O)c2ccc(Br)cc2)c1,-24,?,-9%,-19%,0%,-13%,0%
Cc1cc(NS(=O)(=O)c2ccc(NC(=O)c3ccc(Cl)nc3)cc2)nc(C)n1,4,/,/,-6%,7%,/,/
CC[C@H]1CN2CCC1C[C@@H]2[C@@H](O)c1ccnc2ccc(OC)cc12 (stereo partly drawn),?,-15%,/,-11%,6%,/,/
CCOc1ccc(NC(=O)N(C2CCCC2)C2CCN(C(C)=O)CC2)cc1,16,0%,9%,3%,-4%,-27%,6%
COCCCN1C(=O)C(CC(=O)NCc2ccco2)CC(C(=O)N(C(C)C)C(C)C)=C1C (stereo not drawn),-10,/,/,4%,0%,/,/
COc1ccc(Cc2nnc(NC(=O)Cn3cnc4c3c(=O)n(C)c(=O)n4C)s2)cc1,41,16%,-5%,0%,-11%,-11%,3%
CCN1CCN(c2ccc(S(=O)(=O)N3CCCCC3)cc2NC(=O)/C=C/c2ccc(F)cc2)CC1,-9,?,/,-4%,-21%,147%[activator],?
O=c1c2cn[nH]c2nc(SCc2c(F)cccc2F)n1-c1ccc(Cl)cc1,?,-11%,5%[11.5 µM],-9%&3%,6%,8%,9%&9%

# Record cards, from the list above.
# COCCCN1C(=O)C(CC(=O)NCc2ccco2)CC(C(=O)N(C(C)C)C(C)C)=C1C (stereo not drawn) is listed with HCMV inh = -10; HCV inh = /; LmPK inhibitor = /; TbPYK inhibitor = 4%; AMA1 RON2 block = 0%; AmpC no deterg = /; AmpC detergent = /
# COc1cc2c(cc1OC)C(C)N(C(=O)Cn1ncc3c1-c1ccccc1OC3)CC2 (stereo not drawn) is listed with HCMV inh = -3; HCV inh = ?; LmPK inhibitor = 2%; TbPYK inhibitor = -3%; AMA1 RON2 block = -8%; AmpC no deterg = 107%[activator]; AmpC detergent = -17%

# The list goes on:
SMILES,HCMV inh,HCV inh,LmPK inhibitor,TbPYK inhibitor,AMA1 RON2 block,AmpC no deterg,AmpC detergent
COCc1c(CCl)cnc(C)c1O,-2,-7%,-3%,-10%,-1%,-29%,-5%
O=c1c2c(nc3cc(-c4ccc(F)cc4)[nH]n13)CCCC2,72,0%,-15%,1%,-11%,-23%,2%
Cc1ccc(NC(=O)Cn2cc(C(=O)C3CC3)c3ccccc32)cc1C,-10,/,/,-1%,/,/,-1%
Cc1ccc(NC(=O)CCc2ccc(C)o2)c(C)c1,0,-14%,-2%,-10%,0%,0%,0%
CC1=NNC(=O)C1C(c1ccc(F)cc1)C(C#N)C#N (stereo not drawn),41,16%,/,-17%,-9%,/,/
Cc1cccc(OCC(O)Cn2c(N3CCCCC3)nc3c2c(=O)[nH]c(=O)n3C)c1 (stereo not drawn),3,5%,0%,-1%,18%,-7%,4%
Cc1cccc(NC(=O)Nc2nnc(N(C)C3CCCCC3)s2)c1C,6,/,/,3%,/,/,-5%
Cc1cc(C)c2sc(NC(=O)c3ccc(S(=O)(=O)N4CCCC4)cc3)nc2c1,2,/,/,-5%,/,/,1%
O=C(COC(=O)/C=C/c1cccc(Br)c1)NCc1ccco1,4,42%[activator],/,-3%,22%,-18%,-16%
CCC1CCCCN1CCCNC(=O)c1[nH]c2ccccc2c1Sc1ccc(Cl)cc1 (stereo not drawn),1,/,/,-9%,/,/,1%
Cc1ccc2cc(CN(C(=O)c3ccncc3)C(C)C)c(=O)[nH]c2c1,8,-26%,-2%,-2%,-2%,-18%,-1%
CCn1cc2nc(SCc3ccccc3)n(Cc3ccc(C)cc3)c(=O)c2n1,-12,/,/,-4%,/,/,4%
CCOc1ccc(-c2nc(N)ncc2Oc2ccc(OC)cc2)c(O)c1,-20,14µM*,7%,2%,-21%,-6%,-10%
Cc1ccc(NC(=O)C2CCN(S(=O)(=O)c3c(C)noc3C)CC2)c(C)c1,7,/,/,-3%,/,/,6%
COCCNC(=S)N(C)[C@H]1C[C@H]2c3cc(-c4ccccc4)ccc3CCN2C(=O)[C@H]1[C@H](C)O,-8,/,/,-1%,2%,/,/
O=C(N/N=C/c1sc(N2CCOCC2)nc1-c1ccccc1)c1ccccc1O,-20,?,-2%,-6%,70%[activator],130%[activator],?
CCCC(=O)Nc1ccccc1-c1nnn(CC(=O)Nc2ccc(OCC)cc2)n1,4,?,-1%,-1%,-7%,-11%,-9%
CCCCNC(=O)Nc1ccc(C(O)(C(=O)OCC)C(F)(F)F)cc1 (stereo not drawn),-2,5%,3%,-4%,7%,-11%,0%
COc1cc2c(cc1OC)C(Cc1ccc(O)cc1)N(C)CC2 (stereo not drawn),-18,-14%,6%,-18%,6%,-20%,-7%
COc1ccc(C(=O)NNC(=S)NC(=O)c2ccc(OC)cc2)cc1,-92*,-14%,9%,-13%,109%[activator],-35%,-12%
COc1ccc([C@H]2C(C(=O)O)=C[C@@H](C(C)(C)C)N2S(=O)(=O)c2ccccc2)cc1,2,0%,/,-1%,7%,-22%,/
Cc1cc(F)ccc1-c1cc(C(=O)NCc2ccco2)[nH]n1,10,/,/,2%,-5%,/,/
CCn1c(CNC(=O)C23CC4CC(CC(C4)C2)C3)nnc1SCC(=O)Nc1ccc(C)cc1,14,/,/,0%,/,/,-10%
Cc1cc(F)ccc1S(=O)(=O)N(C(=O)c1ccncc1)c1ccc(OC(=O)c2ccncc2)cc1,-9,13%,4%,-2%,0%,159%[activator],1%
S=C(N/N=C1\CCc2ccccc21)NC1CCCCC1,-25,8.9µM*,-2%,0%,33%[activator],-21%,2%
COc1ccc(OC(C)C(=O)N2CCOCC2)cc1 (stereo not drawn),24,18%,1%,2%,9%,-9%,?
COc1cc(C(=O)COC(=O)c2ccc([N+](=O)[O-])o2)cc(OC)c1OC,-26,-20%,/,-2%,-6%,-14%,/
O=C1c2ccccc2C(Nc2ccc(-c3nc4ccccc4[nH]3)cc2)N1Cc1ccco1 (stereo not drawn),-39,10µM*,-3%,-5%,6%,-15%,?
O=C1NC(Cc2ccc(O)cc2)c2nc3ccc(Br)cc3c(=O)n2-c2cc3ccccc3cc21 (stereo not drawn),-94*,/,/,1%,-3%,/,/
CCC(=O)NNc1cc(=O)c2c(=O)n(C)c(=O)n(C)c2[nH]1,-1,-12%,-4%,-4%,-18%,-21%,-12%
O=C(Nc1ccc(S(=O)(=O)N2CCCC2)cc1)c1cccnc1Cl,-15,-20%[8.37 µM],/,-3%,3%,-24%,?
C=C(C)COc1ccc(-c2ncncc2-c2ccc(Cl)cc2)c(O)c1,?,?,5%,3%,47%[activator],-18%,-7%
Nc1nc2c(ncn2[C@@H]2O[C@H](CNCc3ccc4ncccc4c3)[C@@H](O)[C@H]2O)c(=O)[nH]1,2,/,/,-1%,13%,/,/
CCc1cccc(C)c1NC(=O)CCn1c(=O)c2cccn2c2ccccc21,?,/,/,-2%,/,/,0%
O=C(COC(=O)/C=C/c1ccc2c(c1)OCO2)NCc1ccccc1,-3,3%,/,-3%,11%,-20%,-15%
CCc1ccc(C(=O)NNC(=O)c2c(CC)noc2C)cc1,-9,?,/,0%,65%[activator],-18%,?
O=C(COC(=O)CCC(=O)c1ccc(F)cc1)Nc1cccc(S(=O)(=O)N2CCOCC2)c1,-37,13%,8%,-3%,5%,32%,?
O=C(O)Cn1nnnc1SCC(=O)Nc1ccc(F)cc1F,-14,20%,-2%,-3%,?,-34%,-4%
Cc1ccc(C)c(C(O)c2ncc(-c3ccc(Cl)cc3)[nH]2)c1 (stereo not drawn),-17,/,/,3%,-5%,/,/
COc1ccc(NC(=O)CCN2CCC(C)CC2)cc1,25,-14%,2%,-3%,-5%,-5%,-12%
N#Cc1nc(-c2cccs2)oc1N1CCN(c2ccccc2)CC1,1,2.8µM*,5%,3%,?,-18%,1%
CCOc1ccc(NC(=O)CS(=O)CC(=O)N(CC(=O)NC(C)(C)C)C2CCCC2)cc1 (stereo not drawn),-12,1%,2%,-4%,6%,1%,-11%
Cc1ccc(C)c(S(=O)(=O)N(C)C2(C)CCS(=O)(=O)C2)c1 (stereo not drawn),-11,6%,/,3%,1%,-12%,0%
O=[N+]([O-])c1cccc(/C=C2\CCc3cnn(C4CCS(=O)(=O)C4)c32)c1 (stereo not drawn),?,/,/,1%,-1%,/,/
COc1ccc2[nH]c(C)c(CCNC(=S)Nc3ccccc3C)c2c1,-38,?,5%,-2%,44%[activator],6%,-4%

# In a second layout: entries from further up.
molecule	HCMV inh	HCV inh	LmPK inhibitor	TbPYK inhibitor	AMA1 RON2 block	AmpC no deterg	AmpC detergent
C/C(CCN1CCCCc2nc(C)c(C)cc21)=N\O[C@@H](C)CN1CCCCc2nc(C)c(C)cc21	/	-1%[8.37 µM]	5%	/	/	159%[activator]	1%
COc1ccc(-n2c(CC3C(=O)Nc4ccc(C)cc43)nc3ccccc3c2=O)cc1 (stereo not drawn)	8	/	/	2%	/	/	17%
